Screens as filed in PubChem BioAssay.
hERG protect – hERG rescue from dofetilide block, primary screen, cell-based, CHO-hERG, FluxOR thallium flux, dofetilide IC70 | dofetilide IC70 present | activation (rescue from dofetilide block), less the hit threshold, % at 10 µM | 310,000 compounds, 0.51% hits | AID 1511, 2009;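 active = activation above the mean of controls blocked by dofetilide plus 5 SD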;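 also: thallium influx through hERG after potassium depolarization seen as dye fluorescence rise; in these data hits start at about 4.7%; inactives centre near -7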
KCNK3 block – human KCNK3 channel inhibitors, primary screen, CHO cells, FluxOR thallium flux, B-score | 340,000 compounds, 0.84% hits | AID 602410, 2012 | B-score at 10 µM | FluxOR fluorescence; hits give low values;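 active = B-score under library mean minus 4 SD, starting fluorescence ratio at most library mean plus 5 SD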;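 also: more negative B-score means stronger inhibition of thallium flux through KCNK3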
Target sequence (O14649 whole entry, looked up): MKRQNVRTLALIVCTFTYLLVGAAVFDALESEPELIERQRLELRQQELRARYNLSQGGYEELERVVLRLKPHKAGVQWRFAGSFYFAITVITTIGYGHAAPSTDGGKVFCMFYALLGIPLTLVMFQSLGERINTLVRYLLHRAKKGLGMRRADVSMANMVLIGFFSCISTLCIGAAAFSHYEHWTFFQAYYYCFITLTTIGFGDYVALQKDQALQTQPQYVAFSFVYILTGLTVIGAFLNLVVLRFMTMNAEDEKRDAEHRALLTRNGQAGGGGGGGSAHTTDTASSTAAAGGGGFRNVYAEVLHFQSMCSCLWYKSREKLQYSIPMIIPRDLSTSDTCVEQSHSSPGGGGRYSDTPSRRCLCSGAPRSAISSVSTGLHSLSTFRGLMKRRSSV
HDAC3 inhib – HDAC3 deacetylase inhibitors, primary screen, biochemical, fluorescence, cell-free homogeneous. Histone deacetylase 3 (Homo sapiens), O15379. recombinant HDAC3, fluorogenic peptide/trypsin coupled. inhibition, % at 8.3 µM. 320,000 compounds, 0.15% hits. AID 2718, 2010; in the data active = inhibition above about 26%, passing the limit was not always enough; inconclusive = no clear call, values can overlap the other calls
Target sequence (O15379 whole entry, looked up): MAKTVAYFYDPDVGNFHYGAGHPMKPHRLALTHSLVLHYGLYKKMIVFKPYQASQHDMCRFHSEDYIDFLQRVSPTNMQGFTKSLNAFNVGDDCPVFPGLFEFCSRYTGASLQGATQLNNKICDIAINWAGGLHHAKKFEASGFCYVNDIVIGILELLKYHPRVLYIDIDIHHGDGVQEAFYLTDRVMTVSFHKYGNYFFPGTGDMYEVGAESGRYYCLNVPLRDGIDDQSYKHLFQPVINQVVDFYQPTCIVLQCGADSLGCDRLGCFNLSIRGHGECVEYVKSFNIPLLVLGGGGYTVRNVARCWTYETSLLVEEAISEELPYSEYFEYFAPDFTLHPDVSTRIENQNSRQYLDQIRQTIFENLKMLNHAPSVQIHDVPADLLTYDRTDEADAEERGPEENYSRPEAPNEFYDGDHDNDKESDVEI
RGS4 pot – RGS4 potentiators or activators, primary screen, cell-based, HEK293 M3R inducible RGS4, calcium flux. carbachol calcium flux Fluo4; hits give low values. AID 463111, 2010. B-score at 10 µM. 310,000 compounds, 0.92% hits;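 active = B-score of the integrated calcium signal more than 4 SD below the library mean, with starting fluorescence not abnormally high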;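 also: negative B-score means reduced calcium response which marks RGS4 activation or potentiation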
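Detection: kinetic calcium fluorescence imaging with Fluo4-AM dye, 2 µM / Material: HEK293 cells with stable M3R and inducible RGS4 / Schedule: recording 10 s baseline at 1 Hz, 100 s post-agonist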
RGS4 inh – RGS4 inhibitors, primary screen, cell-based, HEK293 M3R inducible RGS4, calcium flux; Regulator of G-protein signaling 4 (Homo sapiens), P49798; Fluo-4 calcium flux; hits give high values; triggered by carbachol at its EC20; B-score at 10 µM; 310,000 compounds, 0.45% hits;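 active = B-score, a plate-corrected calcium signal, over three deviations above library mean, with baseline fluorescence within five deviations of library mean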;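 also: RGS4 expression induced by doxycycline in cells with stable M3 receptor; B-score is computed from the integrated fluorescence ratio over baseline after carbachol; higher B-score means a larger calcium signal and so more RGS4 inhibition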
Target sequence (P49798 whole entry, looked up): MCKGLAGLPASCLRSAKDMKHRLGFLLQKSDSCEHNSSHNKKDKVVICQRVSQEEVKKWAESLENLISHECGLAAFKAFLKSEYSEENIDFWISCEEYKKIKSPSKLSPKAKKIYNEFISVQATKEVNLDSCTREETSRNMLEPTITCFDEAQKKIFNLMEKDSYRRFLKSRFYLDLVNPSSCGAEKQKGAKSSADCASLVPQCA
KCNQ1 pot – potentiators or activators of KCNQ1 channel, primary screen, cell-based, thallium flux, high-throughput. B-score at 10 µM. CHO-K1 KCNQ1, thallium flux FluxOR fluorescence; hits give high values. AID 2648, 2010. 310,000 compounds, 0.35% hits;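 active = fluorescence ratio B-score, a plate-corrected score, at least three library SD, with initial intensity B-score within 5 SD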
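Test system: CHO-K1 cells stably expressing KCNQ1 / Medium: assay buffer / Also added: depolarizing K+/Tl+ stimulus, K2SO4 and Tl2SO4 each 12.5 mM in 5x stock / Incubation: 90 min dye loading and 20 min compound exposure, both at room temperature / Signal: thallium influx via FluxOR fluorescence, kinetic imaging / Evaluation: B score of baseline-normalized fluorescence ratio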
ANO1 block – TMEM16A chloride channel inhibitors, primary screen, cell-based, HTS. Anoctamin-1 (Mus musculus), Q8BHY3. HEK293 TMEM16A/YFP iodide influx fluorescence, ionomycin. normalized B-score (activity score, 25-100; higher = stronger inhibition) at 10 µM. 310,000 compounds, 1.2% hits;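 active = ratio plate-corrected score three or more library SD toward inhibition, starting fluorescence score within five deviations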;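 also: score derived from kinetic fluorescence span divided by baseline fluorescence per well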
SKKanGAS inh – S. pyogenes SKKanGAS growth inhibitors in kanamycin, primary screen, streptokinase expression inhibitor project, SKKanGAS strain, BacTiter-Glo luminescence. 6 h. inhibition, % at 7.5 µM. 300,000 compounds, 1.3% hits. AID 1662, 2009;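 active = mean replicate score, as percent of positive control median, at least 50; inconclusive = mean below 50 but one replicate at or above 50; inactive = mean and every replicate below 50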;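 also: strain carries kanamycin resistance gene driven by streptokinase promoter and grows in 40 µg/ml kanamycin; loss of luminescence reflects streptokinase promoter inhibition or plain growth inhibition; 0% = median of DMSO wells and 100% = positive control at its reference dose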
TMEM16A act – TMEM16A chloride channel activators or potentiators, primary screen, cell-based, HTS; Anoctamin-1 (Mus musculus), Q8BHY3; HEK293 TMEM16A/YFP-H148Q/I152L, iodide quench fluorescence; hits give low values; B-score at 10 µM; 340,000 compounds, 0.3% hits;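 active = fluorescence-ratio B-score plate-corrected deviation score at least 3 library SD below zero, with starting fluorescence score within 5 deviations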;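 also: channel opened by trigger with iodide after compound preincubation; score built on the fluorescence ratio of max minus min over baseline; more negative score means more quench and so TMEM16A activation or potentiation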
KCNK9 block – KCNK9 potassium channel inhibitors, primary screen, HEK293 cells, thallium flux; FluxOR thallium flux fluorescence; hits give low values; B-score at 10 µM; 310,000 compounds, 1.2% hits;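 active = ratio B-score over 3 SD below the library mean, with starting fluorescence within 5 SD of its mean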;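 also: negative B-score means less thallium flux so channel inhibition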
KCNQ1 inh – inhibitors of human KCNQ1 channel, primary screen, cell-based, thallium flux, high-throughput; Potassium voltage-gated channel subfamily KQT member 1 (Homo sapiens), P51787; CHO-K1 KCNQ1, FluxOR thallium flux fluorescence; hits give high values; B-score at 10 µM; 310,000 compounds, 1.3% hits; AID 2642, 2010;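 active = compounds whose thallium flux B-score, printed positive for inhibition, exceeds three library SD while starting fluorescence stays within three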;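 also: channel opened by potassium depolarization with thallium stimulus after 20 min compound exposure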
The depositor's hits bear a star; i = inactive; ? = inconclusive; / = no result given; & = joins results of further samples.

SMILES	hERG protect	KCNK3 block	HDAC3 inhib	RGS4 pot	RGS4 inh	KCNQ1 pot	ANO1 block	SKKanGAS inh	TMEM16A act	KCNK9 block	KCNQ1 inh
CCN(CC)S(=O)(=O)c1ccc2[nH]c(=O)cc(C(=O)Nc3ccc(C)c(S(=O)(=O)N(CC)CC)c3)c2c1	-13.5	i	?	i	i	i	i	-0.3	i	i	i
Nc1ccc(C(=O)O)c(O)c1	-5.2&-5.5	i	-0.4&-6.8&-5.6	i	i	i	i	-4.1&-5.1	i	i	i
O=S(=O)(NCC1CC1)c1ccc(F)c(Cl)c1	-3.3	i	8.1	i	i	i	i	-1.7	i	i	i
O=C(CC1CCCC1)NCCS(=O)(=O)N1CCN(c2ccc(F)cc2)CC1	-13.8	i	-6.0	i	i	i	i	-2.9	i	i	i
CCCCCCCCNC1=CC(=O)CC(C)(C)C1	-9.5	i	-12.2	i	i	i	i	4.3	i	i	i
Cc1ccc(OCc2nnc(SCC(=O)CC(=O)Nc3ccccc3)o2)cc1	-5.0	i	10.0	i	i	i	i	19.5	i	i	i
Nc1c(C=C2C=CC(=O)C=C2)c(=O)nc2sc(CC(=O)N3CCCC3)nn12	-5.9	i	-2.9	i	i	i	i	-2.6	i	i	i
C=CCNC(=S)N1CCN(c2ccc([N+](=O)[O-])cc2)CC1	-7.9	i	-2.3	i	i	i	i	0.9	i	i	i
Cc1c(/C=N/n2cnnc2)c2ccccc2n1C	-7.4	i	7.1	i	i	i	i	-5.3	i	i	i
C/C(CC(=O)Nc1ccc(Cl)c(C(F)(F)F)c1)=N\NC(=O)c1cccc(O)c1	-10.0	i	8.2	i	i	i	i	-3.5	i	i	i
CCCCn1c(N)c(N(CC(C)C)C(=O)CSc2n[nH]c(-c3ccc(C)cc3)n2)c(=O)[nH]c1=O	-19.0	i	-5.0	i	i	i	i	-3.4	i	i	i
CCCCC(c1nnnn1CS(=O)(=O)c1ccc(C)cc1)N1CCC(C(N)=O)CC1 (stereo not given)	-5.4	i	/	i	i	i	/	6.9	i	i	i
Cc1cc(OCC(=O)Nc2ccccc2C(N)=O)c2c(C)cc(=O)oc2c1	-6.8	i	-2.3	i	i	i	i	-7.6	i	i	i
C[C@]12CC(O)C3C(CCC4=CC(=O)CC[C@@]43C)C1CCC2c1csc(-c2ccccc2)n1 (stereo not given in full)	-10.7	i	/	-9.61*	i	i	i	18.1	i	i	i
COc1cc(Br)c(C(=O)c2nccc3cc(OC)c(OC)cc23)cc1OC	-2.3	i	1.6	i	i	i	i	-7.2	i	i	i
CCN(C(=O)Nc1ccccc1OC)c1c(N)n(Cc2ccccc2)c(=O)[nH]c1=O	-4.1	i	-7.9	i	i	i	i	-4.9	i	i	i
CCCNC(=O)C1CCN(S(=O)(=O)c2ccc(Br)cc2)CC1	-9.1	i	-6.2	i	i	i	i	0.6	i	i	i
COc1ccc(NC(=O)c2cc(-c3ccc(C)cc3)on2)cc1	0.4	i	-4.6	i	i	i	i	0.5	i	i	i
CC(C)(C)c1ccc(C(=O)NNC(=O)c2ccncc2)cc1	-6.4	i	-5.5	i	i	i	i	-11.4	i	i	i
CCN(CC)c1ncn(Cc2c(Cl)cccc2Cl)c2ncnc1-2	-4.3	i	/	i	i	i	i	22.6	i	i	i
Cc1cccc(NC(=O)CC2S/C(=N/c3nccs3)N(C)C2=O)c1 (stereo not given)	-4.9	i	-0.7	i	i	i	i	-7.0	i	i	i
COc1ccc(/C(C)=N/Nc2ncc(Cl)cc2Cl)c(O)c1	-9.9	i	-3.7	i	i	i	i	-17.1	i	i	i
c1ccc(N2CCN(c3ccccc3)C2c2cccs2)cc1	-22.2	i	3.5	i	i	i	i	11.9	i	i	i
CC(=O)c1ccc(NC(=S)Nc2ccc(N3CCOCC3)cc2)cc1	-8.6	i	4.5	i	i	i	i	-6.8	i	i	i
O=C1N(Nc2ccccc2)C(c2ccc(Br)cc2)C12CCCCC2 (stereo not given)	-13.7	i	-4.1	i	i	i	i	3.8	i	i	i
O=C(C(c1ccccc1)c1ccccc1)N1CCN(Cc2ccc(Br)cc2)CC1	-3.7	i	-2.5	i	i	i	i	1.5	i	i	i
Cc1ccccc1N1C(=O)C2C3CC(=O)C(c4ccccc43)C2C1=O (stereo not given)	-3.7	i	0.8	i	i	i	i	0.6	i	i	i
O=C(CC1C(=O)NCCN1Cc1cccc(Oc2ccccc2)c1)NCc1cccnc1 (stereo not given)	-4.0	i	-2.6	i	i	i	i	1.1	i	i	i
CCc1ccc(NC(=O)CCNS(=O)(=O)c2cccc3nsnc23)cc1	-5.3	i	-4.3	i	i	i	i	2.7	i	i	i
COc1ccc(C(=O)NC2CCCCCC2)cc1S(=O)(=O)N1CCCC1	-6.3	i	/	i	i	i	i	15.9	i	i	i
CCOC(=O)C1=C(COC(=O)/C=C/c2cc(Br)ccc2F)NC(=O)NC1C (stereo not given)	-12.7	i	-5.4	i	i	i	i	11.7	i	i	i
Cc1ccc(C2N=C(N)Nc3nc4ccccc4n32)cc1 (stereo not given)	-15.2	i	2.6	i	i	i	i	-27.0	i	i	i
CCOc1ccccc1CNCc1ccc(F)cc1	-6.1	i	-2.4	i	i	i	i	2.9	i	i	i
CCOC(=O)N/N=C/c1ccc(OC)c(O)c1	-3.2	i	-3.8	i	i	i	i	-7.6	i	i	i
Cc1onc(-c2c(Cl)cccc2Cl)c1CO/N=C(\C#N)c1c(Cl)cccc1Cl	-13.3	i	/	i	i	i	i	-3.0	i	i	i
COc1ccc(N(CC(=O)N2CCN(Cc3ccccc3)CC2)S(C)(=O)=O)cc1	-3.3	i	-3.8	i	i	i	i	4.8	i	i	i
C/C=C\C(=O)Nc1cccc(C2=NOC3(C2)C[C@@H](C(N)=O)N(C(=O)c2ccc(Cl)cc2)C3)c1 (stereo not given in full)	-4.9	i	-7.6	i	i	i	i	3.8	i	i	i
COc1ccc(CCNC(=O)CSc2nc(-c3ccco3)cc(C(F)(F)F)n2)cc1OC	-10.0	i	2.8	i	i	i	i	0.7	i	i	i
CCC1(c2ccc(F)cc2)NC(=O)N(CC(=O)c2ccc[nH]2)C1=O (stereo not given)	-8.1	i	2.5	i	i	i	i	6.2	i	i	i
O=C(O)/C=C/C(=O)NC1CCC(CC2CCC(NC(=O)/C=C/C(=O)O)CC2)CC1 (stereo not given)	-3.7	i	-2.3	i	i	i	i	6.0	i	i	i
Cc1cc(S(=O)(=O)Nc2ccc(C(=O)NCc3cccnc3)cc2)ccc1F	-10.9	i	/	i	i	i	i	17.5	i	i	i
O=C(c1ccccc1)c1ccc(OCC(O)CN2CCOCC2)cc1 (stereo not given)	-11.8	i	-0.5	i	i	i	i	-2.8	i	i	i
COCCNc1nc(NCc2ccccc2)c2cnn(C)c2n1	-4.3	i	-1.4	i	i	i	i	1.8	i	i	i
COc1ccc(OC)c2[nH]c(=O)c(CCNS(=O)(=O)c3ccc(C)cc3)cc12	-6.4	i	0.2	i	i	i	i	-5.3	i	i	i
Cc1cc2nnc(SCC(=O)Nc3cc(S(=O)(=O)N4CCOCC4)ccc3Cl)n2c2ccccc12	0.2	i	1.8	i	i	i	i	10.1	i	i	i
Cc1cc(C)c(C)c(S(=O)(=O)NNC(=O)c2cccc(S(=O)(=O)N3CCOCC3)c2)c1C	-8.8	i	4.6	i	i	i	i	0.3	i	i	i
Cn1c(-c2sc3cc(C(F)(F)F)cnc3c2-c2cccnc2)n[nH]c1=S	-7.2	i	9.1	i	i	i	i	2.3	i	i	i
COCCn1c(SC2CCOC2=O)nc2ccccc2c1=O (stereo not given)	-5.4	i	-5.0	i	i	i	i	-0.4	i	i	i
CCOC(=O)N1CCC(N2Cc3cccc(C(=O)N4CCN(c5cccc(C)c5C)CC4)c3C2=O)CC1	-19.4	i	4.8	i	i	i	i	-0.8	i	i	i
CN(C)Cc1c(C(=O)N/N=C/c2ccccc2OCc2ccc(F)cc2)nnn1-c1nonc1N	-9.5	i	3.4	i	i	i	i	-2.4	i	i	i
CCOC(=O)c1cnn(Cc2cccc(Cl)c2)c1C	-8.6	i	2.5	i	i	i	i	-3.2	i	i	i
CCOC(=O)c1cnc(NCc2ccccc2)nc1C	-9.6	i	-12.7	i	i	i	i	6.4	i	i	i
Cc1noc2ncnc(Oc3ccc(Cl)cc3Cl)c12	-4.2	i	-1.7	i	i	i	i	5.1	i	i	i
CCOc1ccc(OCC)c(S(=O)(=O)NCc2cccnc2)c1	-7.9	i	-3.0	i	i	i	i	-2.4	i	i	i
COc1ccc(NC(=O)C2CCCN(S(=O)(=O)c3cccc4nonc34)C2)c(OC)c1 (stereo not given)	-3.0	i	2.4	i	i	i	i	-7.1	i	i	i
COCCCNC(=S)NCCNc1nc2cc(C)c(C)cc2cc1C#N	-0.5	i	-0.6	i	i	i	i	-3.1	i	i	i
O=C(c1nsnc1-c1ccccc1O)N1CCCCC1	-3.2	i	3.2	i	i	i	i	2.7	i	i	i
CC(=O)Nc1ccc(S(=O)(=O)Nc2cccc(C(=O)Nc3ccccc3C(=O)O)c2)cc1	-6.8	i	-1.2	i	i	i	i	5.8	i	i	i
Cc1nc(-c2ccc(S(=O)(=O)N3CCN(c4cccc(C)c4C)CC3)cc2)co1	-7.9	i	-7.9	i	i	i	i	18.5	i	i	6*
CCCCOC(=O)c1ccc(NC(=O)c2ccc(F)cc2F)cc1	-6.5	i	-0.9	i	i	i	i	5.7	i	i	i
